# pCIP destab: compounds decreasing mouse p/CIP protein stability | F442A p/CIP-EGFP cells, EGFP fluorescence, 16 h | decrease of EGFP signal, % at 10 µM | Q05BA5 | 290,000 compounds, 0.01% hits | AID 1984;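 active means EGFP signal decrease of at least 30% at 10 µM or well 3 SD below plate mean, unless failing retest; inactive means the rest, including hits failing retest or dose response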; further: some compounds called inactive have numbers as strong as hits; many of its hits are not listed in these tables
# VIM-2 inhibitor: inhibitors of Pseudomonas aeruginosa VIM-2 metallo-beta-lactamase. inhibition, % at 5.6 µM. 290,000 compounds, 0.89% hits. purified VIM-2, nitrocefin hydrolysis, epi-absorbance fluorescence;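 active means inhibition above the mean of all tested compounds plus 3 SD, cutoff set per screening run, cut at about 7.5% in these data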;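 further: red hydrolysis product quenches plate fluorescence so inhibitors raise well fluorescence; 0% = enzyme with DMSO and 100% = DMSO without enzyme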
# IDE cell inh: cellular human IDE inhibition. P14735. HEK cells, FAbetaB cleavage, fluorescence polarization. inhibition, % at 5.59 µM. 320,000 compounds, 0.41% hits;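 active means percent inhibition above the average of all tested compounds plus 3 SD, set per screening campaign, cut at about 16% in these data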;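 further: IDE supplied by intact live HEK cells; FP after avidin binding of uncleaved biotin substrate so inhibition keeps polarization high; 0% = DMSO wells and 100% = 60 µM reference IDE inhibitor Ii1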
# Target sequence (P14735 whole entry, looked up): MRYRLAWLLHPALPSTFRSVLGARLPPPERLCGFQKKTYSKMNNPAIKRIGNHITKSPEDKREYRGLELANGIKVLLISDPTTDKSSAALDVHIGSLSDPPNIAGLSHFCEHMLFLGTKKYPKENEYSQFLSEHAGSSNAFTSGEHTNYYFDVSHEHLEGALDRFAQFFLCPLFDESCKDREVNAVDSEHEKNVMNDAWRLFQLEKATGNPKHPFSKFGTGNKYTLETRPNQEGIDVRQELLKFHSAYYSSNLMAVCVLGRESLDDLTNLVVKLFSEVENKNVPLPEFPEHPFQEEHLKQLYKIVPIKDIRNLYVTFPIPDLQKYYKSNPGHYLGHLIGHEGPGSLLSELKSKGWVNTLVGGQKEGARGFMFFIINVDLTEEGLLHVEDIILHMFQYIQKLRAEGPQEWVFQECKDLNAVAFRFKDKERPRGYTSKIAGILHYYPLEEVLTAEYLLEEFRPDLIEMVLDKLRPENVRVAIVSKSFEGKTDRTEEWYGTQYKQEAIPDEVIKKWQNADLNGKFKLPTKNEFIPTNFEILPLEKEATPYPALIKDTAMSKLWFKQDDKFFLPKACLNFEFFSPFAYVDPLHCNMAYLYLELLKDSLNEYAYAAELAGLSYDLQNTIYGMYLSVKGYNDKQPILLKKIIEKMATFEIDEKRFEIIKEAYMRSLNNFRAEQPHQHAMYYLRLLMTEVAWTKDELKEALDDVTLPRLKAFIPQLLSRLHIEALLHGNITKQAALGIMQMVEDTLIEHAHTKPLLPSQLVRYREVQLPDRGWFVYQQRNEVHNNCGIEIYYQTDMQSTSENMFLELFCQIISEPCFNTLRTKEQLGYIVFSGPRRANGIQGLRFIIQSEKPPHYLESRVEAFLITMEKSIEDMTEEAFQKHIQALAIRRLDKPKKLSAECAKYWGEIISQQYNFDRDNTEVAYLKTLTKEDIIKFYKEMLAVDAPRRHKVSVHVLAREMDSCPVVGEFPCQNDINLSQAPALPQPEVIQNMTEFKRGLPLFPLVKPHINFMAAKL
# FID counter: counter-screen for HCV NS3 helicase inhibitors: DNA intercalator displacement. inhibition, % at 7.9 µM. AID 1845. DNA fluorescent intercalator displacement, fluorescence. 290,000 compounds, 0.17% hits; in the data active means inhibition above about 37%;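 further: 0% = vehicle and 100% = reference compound; higher means more ethidium bromide displaced from hairpin DNA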
# IDE act: boosts human insulin-degrading enzyme activity in HEK cells; P14735; AID 493087; FAbeta-B cleavage, fluorescence polarization; 0% vehicle, 100% cell-free pure enzyme wells; 340,000 compounds, 0.073% hits; activation, % at 5.96 µM;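 active means activation above the mean of all tested compounds plus 3 SD, set per screening campaign, cut at about 17% in these data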
# NS3 helicase inh: inhibitors of Hepatitis C virus NS3 helicase | 290,000 compounds, 0.56% hits | NS3 helicase DNA unwinding, Cy5 molecular beacon fluorescence | inhibition, % at 10.9 µM | AID 1800;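 active means inhibition above the mean of all tested compounds plus 3 SD, set per campaign, cut at about 35% in these data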;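 further: 0% = DMSO wells and 100% = thioflavine S control wells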
#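 Assay system – hepatitis C virus NS3 helicase domain fragment enzyme · Buffer or medium – MOPS pH 6.5, MgCl2, DTT, Tween20, BSA · Reagent – Cy5/quencher beacon DNA duplex and ATP to start · Compound – single 10.9 µM dose · Timing – 1 h at 25 °C · Technique – Cy5 beacon fluorescence read at start and 1 h · Measure – % inhibition of unwinding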
# SUMO HTRF inh: blocks human SUMOylation mediated by UBC9. 290,000 compounds, 0.36% hits. P63279. AID 2006. inhibition, % at 35 µM. HTRF SUMOylation assay, SAE1/SAE2 + UBC9, in vitro; in the data active means inhibition above about 50%, passing the limit was not always enough; further: strong numbers were not always called active
# M18AAP inhibitor: PfM18AAP enzyme inhibition. recombinant PfM18AAP, H-Glu-NHMec fluorogenic cleavage. inhibition, % at 7.35 µM. 290,000 compounds, 1.2% hits;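 active means inhibition above the campaign mean inhibition over all tested compounds plus 3 SD, cut at about 28% in these data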;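 further: 0% = plate median of test compound wells and 100% = 2 mM ZnCl2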
# IMP-1 inhibitor: inhibitors of Pseudomonas aeruginosa IMP-1 metallo-beta-lactamase | 290,000 compounds, 0.45% hits | inhibition, % at 5.6 µM | purified IMP-1, nitrocefin hydrolysis, epi-absorbance fluorescence | AID 1556;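 active means inhibition above the mean plus 3 SD of all compounds in the same screening run, cut at about 4.5% in these data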;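 further: 0% = IMP-1 with DMSO and 100% = DMSO wells lacking enzyme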
#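 Assay system: purified recombinant IMP-1 beta-lactamase. Input: IMP-1 0.2 nM before substrate addition. Buffer or medium: Zinc- and detergent-supplemented HEPES buffer, pH 7.1. Schedule: 25 °C, 15 min preincubation, 25 min reaction. Signal: Epi-absorbance fluorescence, 480 nm excitation, 530 nm emission. Evaluation: percent inhibition from optical density relative to buffer-blank wells.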
# An asterisk follows results filed as active; . = no result given.
SMILES,pCIP destab,VIM-2 inhibitor,IDE cell inh,FID counter,IDE act,NS3 helicase inh,SUMO HTRF inh,M18AAP inhibitor,IMP-1 inhibitor
CC(Cc1ccco1)NC(=O)c1ccc(C(F)(F)F)cc1 (stereo unspecified),-8,-0.1,5,-5,-2,13,8,-2,-4.5
CC(C)c1onc(C(=O)N2CCC(C(N)=O)CC2)c1[N+](=O)[O-],-7,-0.1,1,-2,3,-10,89,-14,-0.3
CCOc1ccc(NC(=O)NCc2cccnc2)cc1,-10,-3.6,4,0,0,-6,29,-4,-2.3
CC1CCN(c2ccc3nnc(CCC(=O)Nc4ccc(F)c(F)c4)n3n2)CC1,3,-2.2,7,-41,5,-6,-26,3,-3.3
O=S1(=O)C=C(SCc2ccccc2)Nc2ccccc21,6,-0.1,2,-4,6,1,3,5,-2.6
COc1ccc(C2SCC(=O)N2c2ccccc2)cc1 (stereo unspecified),-5,-0.5,-2,-5,-1,-11,4,-15,-0.5
CCC(=O)N1CCN(c2ccc(Cl)cc2NC(=S)NC(=O)c2ccco2)CC1,-12,-1.9,-2,-37,3,-20,6,3,-1.9
Cc1cc(NS(=O)(=O)c2ccc(Nc3nc(-c4ccc(O)cc4)cs3)cc2)no1,-15,-6.0,2,-16,4,12,16,43*,-4.9
COc1ccc(-n2ncc3c2CC(C)(C)CC3NC(=O)Cc2nonc2C)cc1 (stereo unspecified),4,-1.9,4,-40,3,2,6,-4,-3.9
CC1CCCN(c2ncnc3c2cnn3-c2ccccc2)C1 (stereo unspecified),-2,.,-1,.,-5,.,-1,.,.
COc1ccc(NC(=O)Nc2c(C)noc2-c2ccccc2)cc1,-2,-1.2,-6,-1,-1,-11,17,-3,-3.4
CCc1cc(=O)oc2c(C)c(OC(C)C(=O)NCC3CCC(C(=O)O)CC3)ccc12 (stereo unspecified),-4,-3.9,3,-32,6,-2,1,0,-4.3
CCn1nnc(NC(=O)c2cc3ccccc3o2)n1,-3,-5.2,-4,-1,-1,2,34,-3,-2.5
O=S(=O)(Cc1ccccc1)NCCc1cccc(Cl)c1,3,-2.4,.,-11,0,-1,-1,4,-2.9
CC(=O)N1CCc2cc(S(=O)(=O)CCC(=O)N3CCN(c4cc(C)ccc4C)CC3)ccc21,0,-0.3,-3,-74,1,-9,1,-3,-1.9
COc1ccc(OC)c(N(CC(=O)NC2CCCCCC2)S(=O)(=O)c2ccc(C)cc2)c1,7,-0.6,-1,-52,2,-24,-4,0,-1.9
COc1cc(C2NC(=O)NC(C)=C2C(=O)OC(C)(C)C)ccc1OCC(=O)O (stereo unspecified),-7,-2.3,-4,-9,6,-1,11,2,-3.2
COC(=O)c1ccc(OC(=O)c2ccco2)cc1,10,-3.3,-2,-1,4,12,-10,-1,-4.1
O=C1/C(=C/c2cccnc2)SC(=S)N1CC1CCCO1 (stereo unspecified),-11,-0.9,0,-9,0,17,30,10,1.4
Cc1ccc(NC(=S)NCc2ccc3[nH]c4c(c3c2)CCCC4)cc1,-17,0.6,4,-10,6,-9,31,-2,-0.8
COc1ccc(N(CC(=O)NC2CCCC2)C(=O)c2csnn2)cc1,-1,-4.3,4,-3,-1,-2,-1,1,-3.6
COC(=O)c1ccc(NC(=O)c2cc(Cl)ccc2OC)cc1,7,-1.4,3,-2,3,-10,19,-4,-0.8
O=C(c1cccs1)N1CCN(c2nc3ccccc3s2)CC1,-16,-2.9,9,-21,0,3,15,3,-2.5
CN1CCCN(C(=O)c2cc(-c3ccc(Cl)c(Cl)c3Cl)nc3ccccc23)CC1,10,1.4,3,20,-1,-47,3,8,-1.9
Clc1ccc(CSc2nnc(-c3ccncc3)o2)cc1,-10,-1.2,-4,-16,4,-5,-12,0,-2.0
COc1ccccc1OCCn1c(C(C)O)nc2ccccc21 (stereo unspecified),1,-0.1,3,-12,0,0,8,-9,0.0
CCc1cccc(NC(=O)CCNC(=O)Cn2ccc3ccccc3c2=O)c1,-8,-5.1,-1,-29,1,2,-13,-1,-1.7
Cc1ccc(N(CC(=O)NC2CCCC2)C(=O)c2nsc(Cl)c2Cl)cc1,4,-1.9,-1,-32,4,4,15,6,-1.9
O=C(CCN1C(=O)c2ccccc2C1=O)NCc1cccc(Cl)c1,-2,-1.4,-1,-9,5,0,16,-1,-2.0
Cc1c(C=N)c(O)n(C)c(=O)c1C#N,0,-0.8,6,3,-1,3,33,-3,-2.0
O=C(O)c1cccnc1SC1CC(=O)N(c2ccccc2)C1=O (stereo unspecified),-9,-0.6,-1,3,-3,-2,18,6,5.2*
CC1=C(C(=O)O)N2C(=O)C(NC(=O)c3ccn(C)n3)C2SC1 (stereo unspecified),-12,-1.0,2,1,-3,9,11,19,-0.9
COC(=O)CCN(c1ccccc1)S(=O)(=O)c1cc(-c2cc(C)no2)ccc1C,11,-1.2,3,-42,-2,-9,2,-11,-2.6
CCOc1ccccc1-n1c(SCC(=O)NC(C)CC)nnc1-c1ccoc1C (stereo unspecified),-11,-2.0,0,-34,-1,-6,-2,-10,-2.0
N#CC1C(=O)NC(N2CCN(c3ccccc3)CC2)=NC12CCCCC2 (stereo unspecified),1,-2.4,-7,-8,2,-3,-4,2,-1.9
COc1ccc(CNC(=O)c2ccc(Br)cc2)cc1,-13,-3.4,-3,-6,.,2,-3,0,-4.4
COc1ccc(-c2nnc(SCC(=O)Nc3cccc(Cl)c3)o2)cc1,5,-0.9,3,-1,4,-2,34,2,-1.1
Cc1nc(NC(=S)NC(=O)COc2ccccc2Cl)ccc1Br,-1,-1.9,-2,4,6,1,17,-2,-4.9
CCN1CCN(C2=CC3=CC(=C(C#N)C#N)CCC3CC2)CC1 (stereo unspecified),-808,55*,.,-4,35*,3,-2,24,72*
Cc1sc(N/N=C/c2cccnc2)nc1-c1ccc(Cl)cc1,-1,0.5,7,-4,-8,-10,3,3,-3.1

# Gathered by group: the entries above with two or more sulfur atoms (4)
SMILES,pCIP destab,VIM-2 inhibitor,IDE cell inh,FID counter,IDE act,NS3 helicase inh,SUMO HTRF inh,M18AAP inhibitor,IMP-1 inhibitor
O=S1(=O)C=C(SCc2ccccc2)Nc2ccccc21,6,-0.1,2,-4,6,1,3,5,-2.6
Cc1cc(NS(=O)(=O)c2ccc(Nc3nc(-c4ccc(O)cc4)cs3)cc2)no1,-15,-6.0,2,-16,4,12,16,43*,-4.9
O=C1/C(=C/c2cccnc2)SC(=S)N1CC1CCCO1 (stereo unspecified),-11,-0.9,0,-9,0,17,30,10,1.4
O=C(c1cccs1)N1CCN(c2nc3ccccc3s2)CC1,-16,-2.9,9,-21,0,3,15,3,-2.5

# Just pCIP destab (2 entries from above):
SMILES | pCIP destab
COC(=O)c1ccc(NC(=O)c2cc(Cl)ccc2OC)cc1 | 7
N#CC1C(=O)NC(N2CCN(c3ccccc3)CC2)=NC12CCCCC2 (stereo unspecified) | 1

# New compounds follow.
SMILES,pCIP destab,VIM-2 inhibitor,IDE cell inh,FID counter,IDE act,NS3 helicase inh,SUMO HTRF inh,M18AAP inhibitor,IMP-1 inhibitor
O=C(Nc1ccc(NC(=O)C2CC2)cn1)c1ccccc1Cl,-3,0.6,2,-3,-3,-3,-15,-10,-1.5
CCCS(=O)(=O)c1nc(S(=O)(=O)c2ccc(C)cc2)c(NCCCN2CCOCC2)s1,-11,-2.3,-4,-1,1,-9,3,-5,-3.8
CCc1nnc(NC(=O)CCC(=O)N2CCN(c3cc(Cl)ccc3C)CC2)s1,-7,0.9,1,-54,1,-13,4,5,-0.5
O=C(NCCCN1CCOCC1)/C(=C/c1cccs1)NC(=O)c1ccccc1,1,-2.2,2,2,1,-4,3,5,-3.1
COC(=O)c1sccc1NC(=O)CSc1nnnn1-c1ccccc1C,-3,-4.8,-5,1,3,-2,10,0,-3.4
O=C(N/N=C/c1cccs1)c1cc(-c2ccncc2)nc2ccccc12,-6,-1.1,3,-11,2,8,17,-2,-4.1
O=C(CN1CC[n+]2c(-c3cccs3)csc21)c1ccc(Br)cc1,-7,1.5,9,-3,-5,0,-12,-10,-0.7
CN1CCN(S(=O)(=O)c2ccc(NC(=O)C(C)(C)C)cc2)CC1,4,-5.2,0,-3,3,-2,-6,2,-4.8
COc1cccc(NC(=O)Cn2nnc(-c3ccccc3N)n2)c1,-5,-3.1,5,3,-4,5,7,-3,0.0
COc1cc(CN2CCNC(=O)C2CC(=O)NCCCC2CCCC2)cc(OC)c1 (stereo unspecified),-4,-3.0,2,-33,6,-17,-8,6,-2.0
O=C(NCc1ccccc1)c1ccc(OC2CSC2)cc1,-10,-2.8,0,-7,-1,7,4,23,-2.3
COc1ccc(-c2nc(CS(=O)CC(=O)N3CCCC3)c(C)o2)cc1 (stereo unspecified),1,-1.1,-1,-4,-3,-1,0,4,-1.4
CCc1cc2c(=O)c(-c3ccc4c(c3)OCCO4)coc2cc1OC(=O)c1ccco1,5,-4.0,-5,9,-1,-2,-5,-15,-1.8
O=C(NNC(=S)NC1CCCCC1)c1ccc2c(c1)OCO2,-9,-4.7,-3,3,1,-9,-3,1,-5.0
COCCNC(=O)[C@H](CSCc1ccccc1)N1Cc2ccccc2C1=O,-10,-0.2,6,-24,-4,7,-2,-8,-2.7
CCOC(=O)C1=C(CN2CCN(CCC#N)CC2)NC(=O)NC1c1ccc2c(c1)OCO2 (stereo unspecified),-2,-2.8,-2,-7,0,-4,-8,-4,0.1
CCOC(=O)CSC1=Nc2ccccc2C2=NC(CC(=O)NCc3ccccc3)C(=O)N12 (stereo unspecified),0,-3.4,6,-24,0,11,18,2,-2.8
Cc1cc(S(=O)(=O)NCC(C)C)ccc1OCC(=O)N1CCOCC1,-5,-0.3,0,-4,1,6,-9,0,1.4
Clc1nc(Nc2ccccc2)nc(Nc2ccccc2)n1,-5,0.9,5,-12,6,7,-7,-3,-2.3
Cc1nc2nc(-c3ccccc3)nn2c(C)c1Cl,.,0.7,0,-2,3,12,.,9,-0.4
CC(C)(C)n1nc(C2CC2)cc1NC(=O)Nc1ccc(Cl)cc1,8,-0.5,-3,-3,5,3,-2,-5,0.3
Cc1csc(SCCn2c(N3CCCC3)nc3c2c(=O)[nH]c(=O)n3C)n1,-14,2.2,6,-3,5,7,-2,-9,-0.3
